SENP1 FRET inh – blocks the human SENP1 SUMO protease catalytic domain | 360,000 tested, 0.21% active | Q9P0U3 | inhibition, % at 10 µM | recombinant SENP1 catalytic domain, CyPet-SUMO1-YPet FRET cleavage;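 active means inhibition at least 30% at 10 µM, raw YFP signal under a set limit, fluorescence ratio 0.5 to 1.5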;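 further: 0% = enzyme with DMSO and 100% = no enzyme wells; some results filed as inactive read as strong as hits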
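System: Recombinant human SENP1 catalytic domain, His6-tagged | Incubation: Enzyme reaction for 50 min at room temperature, dark | Medium: Tris pH 8 with BME, BSA, NP40 and catalase | Also added: 25 nM SUMO1 FRET substrate | Compound: 10 µM single point, 0.5% DMSO | Measured by: FRET fluorescence in CFP and YFP emission channels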
HKDC1 inh – inhibitors of human hexokinase HKDC1; AID 493160; recombinant HKDC1, G6PDH/diaphorase resazurin coupled fluorescence; Q2TB90; 340,000 tested, 0.16% active; inhibition, % at 20 µM;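 active means inhibition above about 35% when tested at 20 µM, limit read from the data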;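 further: plate controls were DMSO wells with enzyme for no effect and DMSO wells lacking enzyme for full effect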
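Test system: Recombinant HKDC1 (HK5) hexokinase enzyme, produced in-house | Input: HKDC1 at 5 µg/mL | Buffer or medium: Tris pH 8.0 buffer with MgCl2, Tween-20, BSA, BME | Schedule: 90 min reaction incubation at room temperature, dark | Technique: Resazurin-to-resorufin fluorescence via G6PDH and diaphorase coupling, 525/613 nm | Controls: DMSO wells with and without enzyme mix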
SENP6 inh – inhibitors of human SENP6 protease | Q9GZR1 | 330,000 tested, 1.8% active | AID 2599 | Recombinant SENP6 catalytic domain, aminoluciferin luminescence | inhibition, % at 10 µM;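 active means inhibition above about 50% at the single tested dose, limit read from the data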;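 further: plate controls were DMSO wells with enzyme for no effect and DMSO wells lacking enzyme for full effect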
Target sequence (Q9GZR1 628-1112 limits assumed): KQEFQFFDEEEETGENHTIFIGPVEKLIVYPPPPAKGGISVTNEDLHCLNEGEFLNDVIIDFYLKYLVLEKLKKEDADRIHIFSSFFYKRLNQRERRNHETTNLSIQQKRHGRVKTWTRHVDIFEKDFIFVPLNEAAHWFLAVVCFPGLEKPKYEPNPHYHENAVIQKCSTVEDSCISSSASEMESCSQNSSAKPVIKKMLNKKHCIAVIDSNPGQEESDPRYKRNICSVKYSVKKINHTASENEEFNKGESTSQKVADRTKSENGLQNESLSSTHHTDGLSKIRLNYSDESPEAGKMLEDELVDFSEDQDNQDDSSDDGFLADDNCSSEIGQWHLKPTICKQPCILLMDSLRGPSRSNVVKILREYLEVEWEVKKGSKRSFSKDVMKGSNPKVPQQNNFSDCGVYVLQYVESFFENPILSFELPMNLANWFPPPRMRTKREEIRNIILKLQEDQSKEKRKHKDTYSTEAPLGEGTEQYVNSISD
Apaf1 inhib – inhibitors of human Apaf-1 apoptosome. O14727. reconstituted apoptosome caspase-3 activity, DEVD-Rh110 fluorescence. inhibition, % at 20 µM. 330,000 tested, 0.71% active; active means inhibition of at least 40% at 20 µM;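 further: plate controls were DMSO wells for no effect and DEVD-CHO caspase inhibitor wells for full effect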
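Material: biochemical Apaf-1 apoptosome reconstitution. Medium: Hepes buffer, pH 7.5. Also added: cytochrome c activation, bis-DEVD rhodamine 110 substrate. Timing: 30 min compound preincubation, 50 min activation, room temperature. Measured by: rhodamine 110 fluorescence at Ex 480/Em 540 nm.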
SENP8 block-1 – inhibitors of human SENP8 protease. Q96LD8. recombinant SENP8, Nedd8 substrate fluorescence. inhibition, % at 20 µM. 360,000 tested, 0.64% active. AID 602440; in the data active means inhibition mostly above about 40%, no sharp cut-off; inactive means mostly below about 27%
Target sequence (Q96LD8 whole entry, looked up): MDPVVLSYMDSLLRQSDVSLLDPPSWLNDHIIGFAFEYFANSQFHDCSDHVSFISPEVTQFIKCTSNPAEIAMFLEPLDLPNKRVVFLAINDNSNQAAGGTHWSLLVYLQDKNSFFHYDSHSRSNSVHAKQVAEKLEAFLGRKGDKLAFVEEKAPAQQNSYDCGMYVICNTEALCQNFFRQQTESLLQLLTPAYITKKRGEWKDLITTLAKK
SENP7 inh – blocks the human protease SENP7; Q9BQF6; recombinant SENP7, Z-RLRGG-aminoluciferin luminescence, 40 min; inhibition, % at 5 µM; 330,000 tested, 1.5% active;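 active means inhibition above about 50% at the single test dose, limit read from the data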;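 further: plate controls were DMSO with enzyme for no effect and no enzyme buffer wells for full effect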
Target sequence (Q9BQF6 706-1050 limits assumed): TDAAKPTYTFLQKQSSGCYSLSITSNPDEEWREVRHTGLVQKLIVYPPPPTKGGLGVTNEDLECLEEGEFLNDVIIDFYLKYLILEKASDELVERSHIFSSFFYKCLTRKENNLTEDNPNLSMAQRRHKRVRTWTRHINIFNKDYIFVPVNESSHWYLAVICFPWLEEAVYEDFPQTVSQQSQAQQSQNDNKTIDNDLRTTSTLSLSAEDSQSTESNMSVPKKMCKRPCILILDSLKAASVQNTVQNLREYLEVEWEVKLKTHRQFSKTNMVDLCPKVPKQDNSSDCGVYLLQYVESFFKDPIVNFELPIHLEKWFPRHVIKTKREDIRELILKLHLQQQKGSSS
PfG6PD inh – PfG6PD (Plasmodium falciparum) enzyme inhibition; inhibition, % at 20 µM; 350,000 tested, 0.78% active; PfGluPho enzyme, NADPH resazurin-diaphorase fluorescence;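 active means inhibition reaching at least a set limit at 20 µM in the primary screen, cut at about 59% in these data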;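 further: 0% = DMSO wells with substrate and 100% = DMSO wells lacking glucose-6-phosphate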
SENP8 block-2 – blocks the human protease SENP8; Q96LD8; purified SENP8, Z-RLRGG-aminoluciferin cleavage, luminescence; inhibition, % at 10 µM; 330,000 tested, 1.2% active; AID 2540; in the data active means inhibition above about 50%
Active calls of the source: *; i = inactive; . = not tested or not shown. Compounds were not picked by outcome, and some 3.6% of all compounds hit somewhere here.

Order of values – SENP1 FRET inh	HKDC1 inh	SENP6 inh	Apaf1 inhib	SENP8 block-1	SENP7 inh	PfG6PD inh	SENP8 block-2
- COCC(=O)Nc1cccc(Br)c1
  1.9	-0.2	-3.2	2.9	27.3	1.1	1.6	2.5
- CCc1nn2c(=O)c(S(=O)(=O)Nc3ccc(Cl)cc3)c(C)nc2s1
  1.8	-0.8	-9.3	8.7	4.4	2.8	-4.0	-3.6
- O=C(Nc1ccccc1C(=O)NCC1CCCO1)c1ccc(Cl)cc1 (configuration not stated)
  1.9	-4.5	11.1	12.4	-6.4	0.9	25.6	2.6
- Cc1ccc(OCCC(=O)OCC(=O)N2CCN(S(=O)(=O)c3ccc(C)cc3)CC2)cc1
  1.5	2.1	-2.5	4.9	9.1	-4.8	2.1	-4.9
- CCOC(=O)c1cc2c3ccccc3n(CC)c2nc1N
  -3.4	-2.6	-19.5	11.1	-401.0	-8.6	0.2	-16.6
- Cc1ccc(CC2CC(=O)N(Cc3ccco3)C2=O)cc1 (configuration not stated)
  -2.4	-2.8	13.1	11.3	15.8	-8.2	15.1	-8.7
- O=C(CCCl)Nc1nnc(SCC(=O)NC2CCCC2)s1
  -0.9	-5.3	8.3	-6.0	18.9	-1.6	-19.6	4.7
- COc1cc(C2C(C#N)=C(C)NC3=C2C(=O)CC(C)(C)C3)ccc1OCCO (configuration not stated)
  0.9	-6.0	-2.8	-10.9	-415.2	2.9	9.6	4.7
- CCCCN1CC(COCc2ccccc2)Oc2cccc(OCCN3C(=O)[C@@H]4[C@H](C3=O)C3C=C[C@H]4C3)c2S1(=O)=O (some centres not stated)
  2.9	2.4	.	.	-1.8	.	34.7	.
- COc1ccc(OCC(=O)Nc2c3c(nn2-c2ccccc2)CS(=O)(=O)C3)cc1
  1.4	9.5	-5.2	-8.3	20.3	-3.9	11.4	2.3
- COc1ccc(Nc2nc(CC(C)=O)ns2)cc1OC
  -1.8	-8.8	15.0	-6.3	14.7	8.6	-15.3	0.2
- COC(=O)c1cccc(NC(=O)Nc2ccc(Cl)cc2Cl)c1
  1.4	-5.2	9.4	-8.6	14.6	1.2	11.0	10.2
- O=C(NC1CCCCCCC1O)c1ccccc1 (configuration not stated)
  2.0	2.0	.	.	7.4	.	-8.2	.
- COc1ccc(C(=O)NC(=S)NNC(=O)c2cccnc2)cc1
  1.3	-3.7	-10.8	-0.7	0.8	0.9	-15.3	-0.2
- C/C(=N\Nc1nc(C(C)(C)C)cs1)c1ccccc1
  -0.9	2.8	11.7	6.0	-2.1	-2.8	14.1	-9.9
- O=C(CN1C(=O)C2CC=CCC2C1=O)Nc1ccc(S(=O)(=O)NC2=NCCCCC2)cc1 (configuration not stated)
  -0.8	-0.3	-3.2	6.3	3.3	-8.7	10.4	0.0
- CCCc1nnn(S(=O)(=O)c2ccc([N+](=O)[O-])cc2)c1CCC
  -0.9	1.1	.	.	18.7	.	7.2	.
- CCN1C(=O)c2ccccc2S(=O)c2ccc(C(=O)NCCCN3CCCC3=O)cc21 (configuration not stated)
  0.9	-4.2	4.8	-10.0	11.1	2.9	-2.9	-1.1
- CC[C@@H]1Cc2cc(O)ccc2C2=C1c1ccc(O)cc1C[C@H]2CC
  -9.3	7.0	-8.1	28.2	-391.1	-0.3	24.4	-3.4
- COc1ccccc1OCC(=O)NCC1CCCCC1
  -0.1	-10.3	5.6	-5.6	12.5	3.9	-0.8	-2.3
- Cc1nc(NC(=O)c2ccco2)sc1C(=O)Nc1ccc(Br)cc1
  -3.4	18.6	27.6	3.0	-137.4	5.4	-30.3	17.6
- NC(=O)c1noc(C(=O)N(CC(=O)NC2CCCC2)Cc2ccc3c(c2)OCO3)c1N
  1.1	-8.3	-3.4	-11.2	16.5	3.3	-4.5	-5.5
- COC(=O)c1oc2ccccc2c1NC(=O)CN1CCCC1
  1.2	-4.7	-13.1	-26.8	6.9	4.3	1.7	-4.4
- Cc1ccc(S(=O)(=O)N2CCOCC2)cc1C(=O)NCc1cccnc1
  0.5	-9.3	-7.4	-26.8	6.1	-7.0	-4.2	-2.3
- CCN(Cc1nc(-c2ccc(OC)cc2)no1)C(=O)c1ccc2c(c1)OCO2
  2.3	-9.1	-15.9	9.7	15.2	11.5	2.1	6.6
- COc1cc(OC)c(C(=O)N/N=C/c2ccoc2)cc1OC
  0.9	0.0	1.7	0.3	-14.9	-6.9	2.3	-16.5
- Cc1ccccc1NC(=O)COC(=O)C1(C)CC1(Cl)Cl (configuration not stated)
  1.4	5.7	2.8	-9.2	12.8	5.4	-6.2	2.8
- O=C(CNS(=O)(=O)c1ccccc1)OCC(=O)c1cccc([N+](=O)[O-])c1
  4.1	-11.3	-11.0	-4.2	11.6	-2.9	-15.6	-16.4
- Cc1cc(=O)oc2cc(NC(=O)COc3cccc(C(F)(F)F)c3)ccc12
  -13.7	-5.2	-1.1	8.7	i	5.3	-6.2	-6.1
- Cc1cccc(C)c1NC(=O)NC1(C(=O)NCC2CCCO2)CCCCC1 (configuration not stated)
  1.4	-0.8	-18.5	4.8	20.5	-4.8	-11.7	-9.7
- CCC1CCCCN1C(=O)COc1cc(=O)n(C)c2ccccc12 (configuration not stated)
  2.0	1.7	-9.8	4.2	24.9	17.6	19.1	-14.6
- COc1ccc2nc(/C=N/NC(=O)CCCCCNC(=O)OC(C)(C)C)ccc2c1
  0.9	3.4	4.1	-1.8	-364.2	-1.7	-3.6	3.5
- CCn1c(O)c(N=NC(=O)CNC(=O)Cc2ccccc2)c2ccccc21
  3.1	1.0	-2.3	-2.9	16.7	-14.7	-2.4	-5.6
- Cc1ccc(CCNC(=O)C2CCC(CNc3c(N4CCCC4)c(=O)c3=O)CC2)cc1 (configuration not stated)
  0.9	-8.2	-10.9	3.1	11.4	-12.1	6.0	-2.9
- CCOc1nc(NC(=O)NS(=O)(=O)Oc2ccccc2Cl)nc(-c2ccccc2)n1
  1.3	7.7	12.1	-3.2	16.6	3.0	-7.1	-11.3
- N#Cc1c(Cn2cncn2)nc(=O)n(-c2ccc(Cl)cc2)c1N
  0.3	-3.7	-38.4	6.8	2.3	-16.0	-5.3	-10.6
- COC(=O)c1c(NC(=O)Nc2ccc(Cl)cc2)sc(C)c1C
  1.9	-4.5	-2.3	7.2	-140.9	11.5	-8.0	0.6
- CCCCN(C)C(=O)C1CCN(CCCc2ccccc2)CC1
  1.4	-0.7	-12.5	-7.2	16.6	-3.4	-2.1	-2.4
- COc1ccc(N2CCN(CCCNC(=O)CCCn3c(=O)[nH]c4ccsc4c3=O)CC2)cc1
  -2.0	0.6	-2.0	2.6	9.6	-4.4	2.3	2.9
- O=C(O)c1cc(-c2ccc(/C=N/Nc3ccc(Cl)cc3)o2)ccc1Cl
  -22.5	-2.5	4.2	9.3	-255.3	0.5	15.3	-6.8
- O=C(OCn1nnc2ccccc2c1=O)c1cc(-c2ccccc2)nc2ccccc12
  0.5	5.6	-7.5	8.5	-62.5	0.2	-5.9	-3.7
- CC1(C)CC(=O)C(C=NCCN2CCN(C(=S)Nc3cccc(Cl)c3)CC2)=C(O)C1
  2.3	-12.8	6.0	-12.6	7.7	-11.9	8.4	0.4
- Cc1ccccc1C(=O)O
  -1.2	-3.4	-10.7	-7.0	10.3	-8.8	-10.9	-3.8
- Cc1ccc(C(=O)COc2ccccc2-c2ccccc2)cc1
  1.6	5.4	7.2	11.8	45.2*	5.6	12.9	5.0
- COc1ccc(C(=O)c2c(C)c3ccccc3n2CC(O)CNC(C)C)cc1 (configuration not stated)
  -0.1	-1.7	1.5	-1.3	23.6	-0.6	-5.8	3.9
- O=Cc1ccc(OCC(=O)NC(=O)NC2CCCCC2)cc1
  0.8	-7.7	-4.6	2.9	11.7	1.8	15.8	-1.4
- Cc1ccc2c(c1)C(=O)N1[C@H]3c4cc(Br)ccc4OC[C@@H]3[C@H](c3ccccc3)[C@]1(C)C(=O)N2
  -2.3	-3.5	8.4	16.8	3.7	8.8	-6.8	-2.0
- Cc1ccc(NC(=O)CNC(=O)CC23CC4CC(CC(C4)C2)C3)c(O)c1
  -2.5	1.3	-2.1	13.4	3.3	1.9	8.2	-1.9
- O=C(c1cccc(F)c1)N1CCN(C(=O)c2cc(-c3ccc(Cl)cc3Cl)on2)CC1
  1.1	1.7	-3.8	14.8	11.1	-0.2	3.8	-1.5
- CC(C)(C)OC(=O)N1CCC(NC(=O)c2nc[nH]c2C(=O)N2CCc3ccccc3C2)CC1
  -0.8	-2.2	13.7	14.5	26.2	5.1	10.2	1.0

New compounds follow
Order of values – SENP1 FRET inh	HKDC1 inh	SENP6 inh	Apaf1 inhib	SENP8 block-1	SENP7 inh	PfG6PD inh	SENP8 block-2
- CS(=O)(=O)Cc1ccc(C(=O)N2CCCC2c2cccs2)cc1 (configuration not stated)
  0.0	-5.0	3.9	12.0	2.8	-2.5	-4.7	-9.3
- CSc1ncc(-c2ccccc2)cn1
  0.7	-10.4	20.4	2.4	12.4	1.9	1.1	-7.8
- COc1ccc(/C=C2\SC(=O)N(CC(=O)Nc3cccnc3)C2=O)cc1OC
  -9.5	5.9	-10.9	-6.9	-75.2	2.6	-26.3	1.1
- CCOc1ccc(S(=O)(=O)N2CCCC(C(=O)NCc3ccccn3)C2)cc1 (configuration not stated)
  2.2	-5.0	24.0	2.6	12.2	5.7	-12.0	4.0
- COc1cccc(C(=O)Nn2c(C)nnc2-n2nc(C)cc2C)c1
  1.2	-5.9	-5.1	2.7	17.2	10.4	-6.0	5.0
- O=C(CC1C(=O)NCCN1CC1CCCCC1)NCCCN1CCOCC1 (configuration not stated)
  -1.1	-0.7	-12.8	-18.8	-9.6	-2.9	-4.6	-8.1
- CCOC(=O)N1CCN(c2ccc(C(=O)c3ccccc3)cc2F)CC1
  -0.6	-7.9	11.7	13.7	-24.9	6.0	-13.5	-6.4
- O=C(COC(=O)/C=C/c1ccc([N+](=O)[O-])cc1)NCc1ccccc1
  3.8	-9.0	4.7	5.1	8.5	3.3	13.1	1.1
- Cc1cc(-c2n[nH]c(=S)n2/N=C/c2ccc(C)s2)n[nH]1
  0.0	5.7	-3.0	-3.0	17.9	0.6	35.4	-5.4
- O=C(N/N=C\c1ccc(Cl)cc1Cl)c1sccc1-n1cccc1
  1.3	3.5	4.0	22.7	5.7	-4.0	16.9	-2.4
- CCOP(=O)(OCC)C(NCc1ccccc1)c1ccc(Br)cc1 (configuration not stated)
  0.5	-4.9	-17.8	2.7	20.6	-8.9	-3.2	-12.5
- Cc1cc(OCC(=O)N2CCc3ccccc3C2)c(C)cc1Br
  2.4	4.1	-12.9	35.7	15.5	2.8	14.5	-8.4

Three compounds from above, ordered by their value in SENP1 FRET inh, rising:
Compound	SENP1 FRET inh	HKDC1 inh	SENP6 inh	SENP7 inh	PfG6PD inh
COc1cccc(C(=O)Nn2c(C)nnc2-n2nc(C)cc2C)c1	1.2	-5.9	-5.1	10.4	-6.0
CCOc1ccc(S(=O)(=O)N2CCCC(C(=O)NCc3ccccn3)C2)cc1 (configuration not stated)	2.2	-5.0	24.0	5.7	-12.0
Cc1cc(OCC(=O)N2CCc3ccccc3C2)c(C)cc1Br	2.4	4.1	-12.9	2.8	14.5
